Assay outcomes deposited in PubChem BioAssay by several laboratories.
K1F lysis inhibition: protection from phage-mediated lysis, alamar blue read-out – E. coli UTI89, K1F phage, bacterial capsule biogenesis inhibitors (AID 488966); E. coli UTI89 K1F phage lysis, alamar blue, 2 h; higher % means a stronger effect; one-dose inhibition, % at 100 µM; IC50 in µM for titrated hits; 0.02% of 340,000 active;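 active = phage lysis inhibition, versus mean bacterial control, above a set limit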;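 note: capsule biogenesis inhibitors block K1F phage lysis so surviving cells raise fluorescence; higher fluorescence means more inhibition of phage lysis; actives were called in the ten point dose series up to 300 µM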
RSV CPE inhibition: inhibition of RSV-induced cytopathic effect – HEp-2 cells, primary 10 µM value included (AID 2391). HEp-2 cells, RSV-induced CPE inhibition; higher % means a stronger effect. CPE inhibition, % at 10 µM; hits with a dose series show IC50 in µM. 0.13% of 310,000 active; in the data active = a potency from the dose series; note: strong numbers were not always called active
NTR1 ag: agonists of NTR1, primary screen, imaging, U2OS cells, beta-arrestin-GFP, high content (AID 493036). P30989. NTR1-U2OS beta-arrestin-GFP spot imaging, agonist mode. activation, % at 20 µM. 0.17% of 330,000 active;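 active = activation at or above 40% of the spot to cytoplasm intensity ratio, with at least 20 cells analyzed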;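 note: 0% = DMSO without peptide and 100% = 100 nM NTR1 peptide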
Target sequence (P30989 whole entry, looked up): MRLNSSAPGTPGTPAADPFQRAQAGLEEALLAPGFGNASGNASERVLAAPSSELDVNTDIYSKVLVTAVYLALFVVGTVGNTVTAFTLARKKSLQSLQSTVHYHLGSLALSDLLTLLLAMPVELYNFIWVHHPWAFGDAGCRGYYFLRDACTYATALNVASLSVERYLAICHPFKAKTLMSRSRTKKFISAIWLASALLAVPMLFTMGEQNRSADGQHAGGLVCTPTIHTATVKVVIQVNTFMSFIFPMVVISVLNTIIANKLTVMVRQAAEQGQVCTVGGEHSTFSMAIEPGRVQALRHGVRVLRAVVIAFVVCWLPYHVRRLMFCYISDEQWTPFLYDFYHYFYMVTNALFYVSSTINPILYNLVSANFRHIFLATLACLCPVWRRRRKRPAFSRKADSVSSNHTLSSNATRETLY
LYP inhibition: PTPN22 lymphoid phosphatase activity blockers – biochemical, fluorescence intensity, uHTS (AID 1779). recombinant LYP phosphatase, fluorescence intensity; higher % means a stronger effect. 0.054% of 290,000 active. inhibition, % at 11.5 µM, or IC50 in µM where a hit was titrated; in the data active = inhibition above about 50%;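 note: plate controls were vehicle with enzyme for no effect and no enzyme for full effect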
AID2073: inhibitors of Mint1-CaV2.2 protein interaction, biochemical, HTRF (AID 2073); inhibition, % at 20 µM; hits with a dose series show IC50 in µM; 0.19% of 290,000 active; HTRF protein-protein interaction, Mint1-CaV2.2; higher % means a stronger effect; in the data active = inhibition mostly above about 51%, no sharp cut-off; note: some results filed as inactive read as strong as hits
GPR35 antagonists: inhibition of zaprinast-stimulated GPR35 beta-arrestin translocation – imaging, U2OS, beta-arrestin-GFP, zaprinast agonist, primary screen (AID 2058). U2OS GPR35 beta-arrestin-GFP translocation imaging, zaprinast antagonism; higher % means a stronger effect. one-dose inhibition, % at 10 µM; IC50 in µM for titrated hits. 0.052% of 290,000 active;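 active = inhibition of at least 50% with at least 30 cells and total cytoplasm GFP at most 10,000,000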
Dengue-2 NS5 capping: flavivirus cap methylation enzyme inhibition – biochemical, confirmation dose response, primary screen (AID 588689) | Dengue-2 NS5 methyltransferase capping enzyme assay, biochemical; higher % means a stronger effect | 0.3% of 340,000 active | one-dose inhibition, % at 25 µM; IC50 in µM for titrated hits; in the data active = a potency from the dose series
WT yeast gro inh: growth inhibition of WT yeast, mitochondrial fusion screen | mitochondrial fusion phenotypic screen, WT strain | inhibition, % at 10 µM | 2.1% of 190,000 active | AID 1362; in the data active = inhibition above about 58%; tested in S. cerevisiae
Autophagy HCS: autophagy modulation, high-content screen; AID 463193; 0.98% of 190,000 active; calls only at 10 µM (by protocol); MEF GFP-LC3 puncta imaging; test concentration mostly 10 µM;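 active = percentage of spot-positive cells more than 3 SD above its plate mean, without a fluorescence outlier flag or 80% toxicity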;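 note: spot-positive cell cutoff set from DMSO-treated cells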
WT yeast gro inh mutant strain: also measured in WT yeast gro inh; calls as there; inhibition, %; mitochondrial fusion phenotypic screen, mutant strain inhibition
Autophagy HCS cell loss 18 h: also measured in Autophagy HCS; calls as there; toxicity, %; measured here: cell loss, nuclei count;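 cell loss after 18 h compound exposure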
NTR1 ag cell count 20 µM: recorded beside NTR1 ag, whose call it bears; cell count; measured here: cell count, cytotoxicity flag
Dengue-2 NS5 capping pilot replicate: second read-out of Dengue-2 NS5 capping, no call of its own (marks repeat the call); inhibition, %; measured here: pilot screen replicate inhibition
* = called active by the depositor; i = inactive; / = not tested or not shown; [ ] = dose if it differs, or a comment.

SMILES	K1F lysis inhibition	RSV CPE inhibition	NTR1 ag	NTR1 ag cell count 20 µM	LYP inhibition	AID2073	GPR35 antagonists	Dengue-2 NS5 capping	WT yeast gro inh	WT yeast gro inh mutant strain	Autophagy HCS	Autophagy HCS cell loss 18 h	others
CCOC(=O)CS(=O)(=O)c1nc(-c2ccc(F)cc2)cc(C(F)(F)F)n1	-0.4%	10.9%	-1.5	44	6.2%	-40.8%	13.1%	-70.0%	6.7	28.4	i	-46.6
NC(=O)N/N=C/c1sc(N2CCCCC2)nc1-c1cccs1	-0.1%	5.8%	4.5	70	/	/	/	-34.0%	/	/	/	/
NC(=O)C1CCN(C(=O)CC2(CC(=O)O)CCCC2)CC1	-0.7%	2.3%	1.4	44	-10.5%	-6.5%	16.9%	-4.4%	/	/	/	/
COc1ccc(CNC(=O)Oc2ccccc2)cc1Cl	1.0%	0.5%	-1.3	52	-1.7%	7.5%	6.2%	-4.8%	-12.0	8.8	i	0.7
COc1ccc(OCCCC(=O)OCC(=O)Nc2ccc(Cl)cn2)cc1	0.7%[50 µM]	3.7%	0.2	71	/	/	/	0.7%	/	/	/	/
CCc1nnc(NC(=O)CSc2nnnn2-c2cccc(C(C)=O)c2)s1	1.1%	6.5%	1.1	36	-4.9%	-10.0%	10.2%	3.1%	8.8	-11.6	i	-4.4
Fc1cccc(Cl)c1CSc1ccc(-c2cccnc2)nn1	0.1%	67.5%	2.7	64	-7.3%	9.2%	5.4%	-7.7%	43.8	16.6	i	-5.1
Cn1cccc1-c1cc(C(=O)O)[nH]n1	1.2%	1.4%	-1.4	83	0.7%	8.4%	7.1%	-5.7%	-4.9	4.2	/	/
NC(=O)CC1Nc2cccc3cccc(c23)NC1=O (centres undefined)	0.9%	12.2%	0.1	40	-1.9%	20.4%	7.4%	8.0%	4.1	6.4	i	5.8
CCn1c(Cn2nnc(-c3ccccc3)n2)nnc1SCC(=O)Nc1cccc(C(C)=O)c1	5.0%	1.8%	-0.4	57	7.4%	1.1%	-9.2%	-5.5%	-12.0	1.5	i	8.4
COc1cc(C(=O)OCCN2CCOCC2)cc(OC)c1OC	0.0%	1.0%	0.7	60	-1.9%	14.8%	-5.3%	-0.7%	16.8	19.2	i	1.2
COCCn1cnc2c(c1=O)c1nc3ccccc3nc1n2/N=C/c1cccc(OC)c1	0.5%	/	11.0	63	2.5%	8.4%	0.1%	-2.4%	/	/	/	/
CCNc1nc(Oc2ccc(C(=O)OCC)cc2)nc(SC)n1	1.0%	3.9%	7.4	53	-9.9%	-3.0%	12.3%	-7.1%	-7.7	-2.4	i	-22.7
O=C(CSc1nnc(-c2ccc(O)cc2)o1)NNC(=O)c1ccncc1	0.5%	1.2%	0.9	36	-4.4%	6.4%	-9.1%	-11.9%	/	/	/	/
CCNc1c([N+](=O)[O-])c(=O)oc2ccccc12	-0.1%	1.5%	0.5	44	-4.1%	-0.3%	1.9%	-4.7%	-0.8	-11.7	i	-10.5
C=CCn1c(-c2cccc(OC)c2OC)n[nH]c1=S	0.4%	4.2%	0.0	58	-10.2%	3.2%	3.8%	-0.8%	-2.6	2.9	i	16.3
Cc1n[nH]c(C)c1C(=O)CC1(O)C(=O)N(CCc2ccccc2)c2ccc(Cl)cc21 (centres undefined)	-0.6%	1.3%	-0.7	43	0.1%	1.9%	6.7%	-0.7%	-6.7	2.2	i	-2.6
CCN(CC(=O)Nc1ccc(NC(C)=O)cc1)C(=O)c1cc(CN2C(=O)c3ccccc3C2=O)ccc1OC	1.1%[50 µM]	1.1%	-0.2	75	/	/	/	5.1%	/	/	/	/
O=C1OCCC1Sc1nnc(-c2cccs2)n1Cc1ccccc1 (centres undefined)	-0.7%	-0.9%	1.4	81	3.0%	-0.1%	36.4%	-4.0%	5.5	18.9	i	6.9
O=C(CSc1nc(O)c(-c2ccccc2)c(=O)[nH]1)N1CCOCC1	0.1%	1.6%	-0.4	47	0.0%	46.1%	-23.8%	-10.2%	-3.7	-1.4	i	15.6
Cc1ccc(NC(=O)c2cnccn2)cc1	1.1%	-0.7%	-0.7	46	-1.9%	-7.9%	-7.5%	-3.1%	9.0	5.2	i	-1.1
CCN(CC)/C(Sc1ccccc1)=C(/C(Cl)=C(Cl)Cl)[N+](=O)[O-]	-0.6%	4.0%	0.6	76	-2.8%	-1.4%	5.5%	2.7%	-4.6	2.7	i	1.7
COCCN(C(=O)COC(=O)CCOc1cccc(C)c1)c1c(N)n(Cc2ccccc2)c(=O)[nH]c1=O	-1.0%	2.0%	-0.3	66	/	/	/	-2.2%	/	/	/	/
CCN1CCN(S(=O)(=O)c2ccc(Cl)c(C(=O)NCCc3ccccc3)c2)CC1	1.4%[50 µM]	-0.2%	1.7	60	/	/	/	0.7%	/	/	/	/
CCOc1cc(C(F)(F)F)cnc1/C(N)=N/O	0.3%	/	0.3	45	-7.4%	-2.5%	-2.4%	-5.4%	/	/	/	/
COc1cc(Cl)ccc1OCc1cc(C(=O)N2CCCC(OC)C2)no1 (centres undefined)	0.1%	1.3%	0.4	68	-9.5%	1.8%	-3.4%	0.7%	/	/	/	/
O=C(CC1CCCCC1)N=C1SC2CS(=O)(=O)CC2N1c1ccccc1 (centres undefined)	0.9%	1.4%	2.3	73	-5.8%	1.8%	-5.3%	-1.8%	/	/	/	/
CS(=O)(=O)N(CC(=O)Nc1ccc(F)c(F)c1)c1cccc([N+](=O)[O-])c1	-0.6%	3.7%	1.5	65	-5.6%	-3.6%	5.8%	-2.2%	9.2	1.4	i	13.3
CC(=O)Nc1ccc(NC(=O)C2CC(=O)N(c3cccc(Cl)c3)C2)cc1 (centres undefined)	-0.4%	-1.4%	1.0	50	1.2%	26.3%	8.9%	-3.8%	1.7	-3.2	i	-0.9
COc1ccc(CN(C(=O)c2snc(C(N)=O)c2N)C(CC(C)C)C(=O)NC2CCCCC2)cc1 (centres undefined)	1.6%	2.1%	3.9	61	-3.1%	3.7%	-7.7%	-0.8%	/	/	/	/
CN(C/C=C/c1ccccc1)Cc1cccc2ccccc12	7.0%	2.2%	2.7	61	/	/	/	-2.2%	/	/	/	/
C/C(=N\NC(=O)c1cccnc1)c1cc2ccccc2o1	-0.7%	1.5%	0.9	30	4.5%	3.6%	-11.9%	-4.8%	14.2	26.4	i	10.9
COc1cc(S(=O)(=O)n2nnc3ccccc32)c(OC)cc1Cl	6.7%	3.8%	4.1	39	-2.0%	-11.3%	4.8%	-4.1%	-11.1	-6.4	i	-11.6
CC(C)(C)OC(=O)N1CCN(C(=O)c2[nH]cnc2C(=O)NCc2ccccc2)CC1	0.8%	0.8%	-1.2	52	/	/	/	-2.0%	/	/	/	/
CCN(CC)C(=O)CN(c1cccc(C(F)(F)F)c1)S(C)(=O)=O	0.8%	4.0%	-1.4	84	-0.4%	7.1%	-2.8%	-2.1%	-3.0	-2.4	i	6.2	Dengue-2 NS5 capping pilot replicate=-3.6
Cc1ccc(S(=O)(=O)N2CCN(Cc3ccccc3)CC2)s1	0.2%[50 µM]	0.3%	0.4	40	/	/	/	0.0%	/	/	/	/
COc1cccc(C2CC(c3c(Cl)cccc3Cl)n3nc(N)nc3N2)c1 (centres undefined)	-1.9%	1.1%	0.6	77	-5.5%	4.7%	-9.4%	0.0%	-1.1	-16.8	/	/
C=CCNC(=S)/N=c1/ccccn1Cc1ccccc1	1.4%	9.5%	-0.1	52	-7.3%	-15.7%	3.2%	-3.1%	/	/	/	/
COc1cc(OC)cc(C(=O)Nn2cc(C(=O)Nc3ccc(F)cc3F)c3ccccc3c2=O)c1	1.7%[50 µM]	8.5%	3.5	64	0.3%	-5.2%	8.2%	-11.0%	10.8	-4.0	i	6.2
COCCCNC(=S)N1CCN(C(c2ccccc2)c2ccccc2)CC1	-0.2%	0.8%	1.4	62	-6.8%	-3.1%	-19.9%	-0.7%	/	/	/	/
CN1CCN(CC(=O)Nc2cc(N3CCOCC3)ccc2[N+](=O)[O-])CC1	0.1%	-1.3%	2.2	69	2.2%	-3.8%	-10.5%	5.3%	8.6	-1.8	i	0.1
COCCN(C(=O)CC1C(=O)NCCN1CC(c1ccccc1)c1ccccc1)C(C)C (centres undefined)	-0.1%	2.8%	4.1	91	-7.1%	-26.7%	13.9%	5.5%	-10.5	-8.8	i	-10.2
CC(=O)NS(=O)(=O)c1ccc(NC(=O)CC23CC4CC(CC(Br)(C4)C2)C3)cc1	-0.3%	0.7%	0.3	53	-5.4%	11.8%	-4.1%	3.3%	/	/	/	/
CCOC(=O)CC(C)(C)/C(C)=N/Nc1ccc([N+](=O)[O-])cc1[N+](=O)[O-]	0.1%	12.6%	6.5	78	-5.0%	15.3%	4.8%	2.7%	25.5	19.7	i	-4.9
COc1cc(-c2nnc(-c3ccccc3)o2)cc(OC)c1OC	2.7%	1.4%	-4.6	86	-4.7%	16.7%	-8.5%	0.7%	-9.8	-11.2	i	-6.8

Next part; the last 3 above are carried over.
SMILES	K1F lysis inhibition	RSV CPE inhibition	NTR1 ag	NTR1 ag cell count 20 µM	LYP inhibition	AID2073	GPR35 antagonists	Dengue-2 NS5 capping	WT yeast gro inh	WT yeast gro inh mutant strain	Autophagy HCS	Autophagy HCS cell loss 18 h	others
CC(=O)NS(=O)(=O)c1ccc(NC(=O)CC23CC4CC(CC(Br)(C4)C2)C3)cc1	-0.3%	0.7%	0.3	53	-5.4%	11.8%	-4.1%	3.3%	/	/	/	/
CCOC(=O)CC(C)(C)/C(C)=N/Nc1ccc([N+](=O)[O-])cc1[N+](=O)[O-]	0.1%	12.6%	6.5	78	-5.0%	15.3%	4.8%	2.7%	25.5	19.7	i	-4.9
COc1cc(-c2nnc(-c3ccccc3)o2)cc(OC)c1OC	2.7%	1.4%	-4.6	86	-4.7%	16.7%	-8.5%	0.7%	-9.8	-11.2	i	-6.8
CSC(=NC#N)N1CCN(c2ccc([N+](=O)[O-])cc2)CC1	-1.2%	1.9%	1.2	41	-4.1%	-3.1%	4.3%	-10.3%	0.5	-1.7	i	-37.3
C=C1CCN([C@@H](Cc2ccccc2)C(=O)NCCC(C)C)S(=O)(=O)c2ccccc21	-0.2%	0.7%	-2.1	98	/	/	/	-10.2%	/	/	/	/
O=C(CCNS(=O)(=O)c1cccc2nonc12)Nc1ccc(Cl)cc1	0.1%	0.6%	0.5	44	-2.2%	1.3%	-4.7%	-3.2%	/	/	/	/
CSCCC(NC(=O)c1ccccc1Br)C(=O)NCC(C)(C)N1CCOCC1 (centres undefined)	1.1%[50 µM]	1.5%	-0.5	66	/	/	/	5.1%	/	/	/	/
CCOc1cc(S(=O)(=O)NC2CC2)c(OCC)cc1-n1cnnn1	-0.1%	0.1%	0.7	59	0.6%	23.2%	-0.7%	-4.9%	7.2	14.9	i	1.9
O=C(CC1SC(=NCC2CCCO2)NC1=O)Nc1cccc2ccccc12 (centres undefined)	-0.1%	1.4%	-1.0	83	-10.5%	-1.7%	-9.1%	-0.9%	-7.8	5.2	i	-1.3
